High-throughput results as filed in PubChem.
SRC1 TRFRET art: TR-FRET artefact, counter-screen to PPARgamma/SRC-1 agonist assay | TR-FRET detection artefact counter-screen, emission ratio; stronger effect = higher value | actives 0.34% (n = 99,000) | AID 1051 | TR-FRET ratio at 8 µM; in the data active = TR-FRET ratio above about 2300; also: inactives centre near 1800; reference of the scale not given here
SRC3 TRFRET art: flags TR-FRET format artefacts in PPARgamma SRC-3 recruitment agonist screen; TR-FRET ratio at 8 µM; actives 0.39% (n = 99,000); TR-FRET artefact counter-screen, PPARgamma/SRC-3 format; stronger effect = higher value; in the data active = TR-FRET ratio above about 2000; also: inactives centre near 1600; reference of the scale not given here
The depositor's hits bear a star. This is a subset. The share of hits here may be higher or lower than overall.

For C=CCn1c(=NC(=O)c2ccccc2[N+](=O)[O-])sc2cc(S(C)(=O)=O)ccc21 the results were SRC1 TRFRET art 1763 and SRC3 TRFRET art 1508.
Screening CCCCn1c(=O)[nH]c(=O)c2c(C(=O)OCC)cc(-c3ccc(OC(F)F)cc3)nc21 returned SRC1 TRFRET art 1685 and SRC3 TRFRET art 1584.
`CC(=O)c1cnc(-c2ccccn2)s1` gave SRC1 TRFRET art 1816 and SRC3 TRFRET art 1464.
For O=C(Nc1ccn(Cc2ccccc2)n1)c1cccc(Cn2cc([N+](=O)[O-])cn2)c1 the results were SRC1 TRFRET art 1794 and SRC3 TRFRET art 1548.
`Cc1ccc(N/C(=C\C(=O)c2ccccc2)C(=O)O)cc1` gave SRC1 TRFRET art 1962 and SRC3 TRFRET art 1687.
COc1ccc2c(c1)cc(C(O)c1ccccn1)n2S(=O)(=O)c1ccccc1 (centres undefined) was read as SRC1 TRFRET art 1669 and SRC3 TRFRET art 1543.
For Cc1ccnc(NS(=O)(=O)c2ccc(NC(=O)/C=C/c3cccs3)cc2)n1 the results were SRC1 TRFRET art 2123 and SRC3 TRFRET art 1577.
Screening O=C(Nc1ccccn1)c1cc(-c2cccc(Cl)c2)nc2ccccc12 returned SRC1 TRFRET art 2351* and SRC3 TRFRET art 2298*.
For Cn1nnnc1SCC(=O)N1CCN(S(=O)(=O)c2ccc(Cl)cc2)CC1 the results were SRC1 TRFRET art 1722 and SRC3 TRFRET art 1604.
For CCN(CC)S(=O)(=O)c1ccc(N(C)CCc2ccc(OC)c(OC)c2)nc1 the results were SRC1 TRFRET art 1986 and SRC3 TRFRET art 1673.
Screening O=C(Nc1ccc(F)cc1)N1CCC(c2nc3c(nnn3Cc3ccccc3Cl)c(=O)[nH]2)CC1 returned SRC1 TRFRET art 1692 and SRC3 TRFRET art 1507.
`C=CCN1C(=O)c2cccc3c(N4CCCCC4)ccc(c23)C1=O` gave SRC1 TRFRET art 1751 and SRC3 TRFRET art 1638.
N#Cc1cnn2ccc(-c3ccc4c(c3)CCC4)nc12 was read as SRC1 TRFRET art 1740 and SRC3 TRFRET art 1568.
Cc1sc2ncnc(SCC#N)c2c1C was read as SRC1 TRFRET art 1813 and SRC3 TRFRET art 1380.
Screening O=C(Nc1ccc([N+](=O)[O-])cc1)Nc1ccc2c(c1)OCCO2 returned SRC1 TRFRET art 1697 and SRC3 TRFRET art 1540.
`NS(=O)(=O)c1cc2c(cc1Cl)NC=NS2(=O)=O` gave SRC1 TRFRET art 1712 and SRC3 TRFRET art 1615.
`O=C(CN(c1ccc2c(c1)OCCO2)S(=O)(=O)c1ccccc1)N1CCN(Cc2ccccc2)CC1` gave SRC1 TRFRET art 1818 and SRC3 TRFRET art 1551.
Screening COc1cc(Cl)c(S(=O)(=O)N2CCCC2)cc1Cl returned SRC1 TRFRET art 1955 and SRC3 TRFRET art 1528.
COc1ccc(C(O)P(=O)(OCC(C)C)OCC(C)C)c(OC)c1 (centres undefined) was read as SRC1 TRFRET art 1737 and SRC3 TRFRET art 1773.
Screening CCc1cccc(NC(=S)Nc2ccc(CN3CCOCC3)cc2)c1 returned SRC1 TRFRET art 1795 and SRC3 TRFRET art 1390.
Screening CS(=O)(=O)N1CCN(c2ccc(NC(=S)NC(=O)c3cccs3)cc2)CC1 returned SRC1 TRFRET art 1767 and SRC3 TRFRET art 1503.
O=C1CN(C(=O)COC(=O)/C=C/c2ccco2)c2ccccc2N1 was read as SRC1 TRFRET art 1713 and SRC3 TRFRET art 1398.
`COc1ccc(C(C(=O)NC2CCCC2)N(CC2CCCO2)C(=O)Cn2nnc(-c3ccc(C)o3)n2)cc1` (centres undefined) gave SRC1 TRFRET art 1690 and SRC3 TRFRET art 1659.
Screening Cc1cc(/C=C(\C#N)C(=O)O)c(C)n1C1CC1 returned SRC1 TRFRET art 1957 and SRC3 TRFRET art 1681.
Screening OC(COc1ccc2ccccc2c1)CN1CCN(c2ccc(F)cc2)CC1 (centres undefined) returned SRC1 TRFRET art 1692 and SRC3 TRFRET art 1544.
For Cc1ccccc1C(=O)NNC(=O)CSc1nc(-c2ccccc2)cc(=O)[nH]1 the results were SRC1 TRFRET art 2090 and SRC3 TRFRET art 1663.
`COc1cc([N+](=O)[O-])cc(/C=N/NC(=O)CC#N)c1O` gave SRC1 TRFRET art 1835 and SRC3 TRFRET art 1695.
Screening COc1cc(C2NCCc3c2[nH]c2ccccc32)ccc1OC(C)C (centres undefined) returned SRC1 TRFRET art 1707 and SRC3 TRFRET art 1536.
Screening COc1cc(/C=N/N=C2/NC(=O)C(CC(=O)O)S2)ccc1OCc1ccc(Cl)cc1 (centres undefined) returned SRC1 TRFRET art 1655 and SRC3 TRFRET art 1568.
`COc1ccc(OC)c(-c2c3cc(O)c(=O)cc-3oc3cc(O)c(O)cc23)c1` gave SRC1 TRFRET art 2166 and SRC3 TRFRET art 1906.
`CCCS(=O)(=O)c1nc(S(=O)(=O)c2ccc(C)cc2)c(NCCCN(C)C)s1` gave SRC1 TRFRET art 2037 and SRC3 TRFRET art 1473.
For CCS(=O)(=O)c1ccc2c(c1)NC(=O)C(CCO)O2 (centres undefined) the results were SRC1 TRFRET art 1896 and SRC3 TRFRET art 1640.
For O=C(COC(=O)c1ccccn1)Nc1cccc(Cl)c1 the results were SRC1 TRFRET art 1894 and SRC3 TRFRET art 1788.
`Cc1cc(C)n2nc(/C(C#N)=C/c3ccccn3)c(C#N)c2n1` gave SRC1 TRFRET art 1783 and SRC3 TRFRET art 1699.
`CCCCSCCCNC(=O)Nc1ccc(CC)cc1` gave SRC1 TRFRET art 2022 and SRC3 TRFRET art 1761.
For O=C(CSc1ccccn1)N/N=C/c1cccc([N+](=O)[O-])c1 the results were SRC1 TRFRET art 1681 and SRC3 TRFRET art 1431.
For COc1ccccc1OC(C)C(=O)NNC(=S)NC1CCCC1 (centres undefined) the results were SRC1 TRFRET art 1981 and SRC3 TRFRET art 1907.
Screening COc1ccc(NC(=O)COC(=O)c2cc(SC)ccc2Cl)c(OC)c1 returned SRC1 TRFRET art 1900 and SRC3 TRFRET art 1589.
`CCOC(=O)c1cc(-c2ccc(N3CCOCC3)cc2)nn1-c1ccc(F)cc1F` gave SRC1 TRFRET art 1701 and SRC3 TRFRET art 1739.
CN(C)S(=O)(=O)c1ccc2c(c1)nc(CCC(=O)O)n2C was read as SRC1 TRFRET art 1568 and SRC3 TRFRET art 1574.
For CCCCS(=O)c1snnc1C (centres undefined) the results were SRC1 TRFRET art 1920 and SRC3 TRFRET art 1720.
CCCCOC(=O)/C(=C/c1cn(C)c2ccccc12)NC(=O)c1ccc(OC)cc1 was read as SRC1 TRFRET art 1859 and SRC3 TRFRET art 1678.
For CCN(CC)CCC(C)OC(c1ccccc1)c1ccccc1 (centres undefined) the results were SRC1 TRFRET art 1707 and SRC3 TRFRET art 1582.
`C/C(=N\NC(=S)NC(C)C)c1ccco1` gave SRC1 TRFRET art 1490 and SRC3 TRFRET art 1273.
`O=C(O)c1ccc(CSc2nc(-c3ccccc3)cc(C(F)(F)F)n2)cc1` gave SRC1 TRFRET art 1828 and SRC3 TRFRET art 1752.
Screening COc1cccc(/C=N/n2c(=O)[nH]c3ccccc32)c1OC returned SRC1 TRFRET art 1658 and SRC3 TRFRET art 1483.
CC(=O)Nc1ccc(-c2csc(Nc3cccc(C)n3)n2)cc1 was read as SRC1 TRFRET art 1811 and SRC3 TRFRET art 1595.
`Cc1cc(C)nc(SCC(=O)NNC(=O)c2ccccc2C)n1` gave SRC1 TRFRET art 2191 and SRC3 TRFRET art 1873.
`O=C(NC(=S)Nc1ccc(O)cc1)c1ccccc1Cl` gave SRC1 TRFRET art 2072 and SRC3 TRFRET art 1757.
`O=C(CCl)Nc1nc(-c2ccco2)c(-c2ccco2)s1` gave SRC1 TRFRET art 2065 and SRC3 TRFRET art 1725.
`COc1ccc(N2C(=O)C(Cl)=C(Nc3c(C)n(C)n(-c4ccccc4)c3=O)C2=O)cc1` gave SRC1 TRFRET art 1693 and SRC3 TRFRET art 1546.
`Cc1nn(C(C)C)c(C)c1CN1CCCC(CCC(=O)NCc2ccccc2F)C1` (centres undefined) gave SRC1 TRFRET art 1725 and SRC3 TRFRET art 1587.
`O=C(Nc1ccc(F)cc1F)c1csc(-c2ccccc2)n1` gave SRC1 TRFRET art 1852 and SRC3 TRFRET art 1658.
CCC(=O)NCCc1nc2cc(NC(=O)c3cccs3)ccc2n1C was read as SRC1 TRFRET art 1814 and SRC3 TRFRET art 1469.
Screening CCC(C)N(C(=O)COC(=O)C1C(C(=O)OC)=C(C)NC(C)=C1C(=O)OC)C1CCS(=O)(=O)C1 (centres undefined) returned SRC1 TRFRET art 1510 and SRC3 TRFRET art 1617.
Screening Cc1cccn2c(CN(C)C3CCOC3)c(C(=O)N3CCCCC3)nc12 (centres undefined) returned SRC1 TRFRET art 1869 and SRC3 TRFRET art 1656.
Cc1nc2sc(C(=O)c3ccccc3)c(N)c2c2c1CCCC2 was read as SRC1 TRFRET art 1902 and SRC3 TRFRET art 1513.
Screening COc1ccc(C(=O)NNC(=O)C(C)NC(=O)c2ccccc2NC(=O)c2ccco2)cc1 (centres undefined) returned SRC1 TRFRET art 1812 and SRC3 TRFRET art 1567.
Screening Cc1cccc(NC(=O)C2CC(=O)N/C(=N/N=C/c3ccco3)S2)c1 (centres undefined) returned SRC1 TRFRET art 1585 and SRC3 TRFRET art 1386.
NS(=O)(=O)c1ccc(NC(=S)Nc2cc(Cl)c(Cl)cc2Cl)cc1 was read as SRC1 TRFRET art 1954 and SRC3 TRFRET art 1553.

Among those listed so far, six have a furan ring, fused or not.
O=C1CN(C(=O)COC(=O)/C=C/c2ccco2)c2ccccc2N1 was read as SRC1 TRFRET art 1713 and SRC3 TRFRET art 1398.
`COc1ccc(C(C(=O)NC2CCCC2)N(CC2CCCO2)C(=O)Cn2nnc(-c3ccc(C)o3)n2)cc1` (centres undefined) gave SRC1 TRFRET art 1690 and SRC3 TRFRET art 1659.
`C/C(=N\NC(=S)NC(C)C)c1ccco1` gave SRC1 TRFRET art 1490 and SRC3 TRFRET art 1273.
`O=C(CCl)Nc1nc(-c2ccco2)c(-c2ccco2)s1` gave SRC1 TRFRET art 2065 and SRC3 TRFRET art 1725.
Screening COc1ccc(C(=O)NNC(=O)C(C)NC(=O)c2ccccc2NC(=O)c2ccco2)cc1 (centres undefined) returned SRC1 TRFRET art 1812 and SRC3 TRFRET art 1567.
Screening Cc1cccc(NC(=O)C2CC(=O)N/C(=N/N=C/c3ccco3)S2)c1 (centres undefined) returned SRC1 TRFRET art 1585 and SRC3 TRFRET art 1386.

Continued.
CN1CCC(N(C)C(=O)c2sc3cc(F)ccc3c2Cl)CC1 was read as SRC1 TRFRET art 1694 and SRC3 TRFRET art 1674.
O=C(NCc1ccccn1)Nc1cccc(Cl)c1 was read as SRC1 TRFRET art 1411 and SRC3 TRFRET art 1647.
`c1ccc2sc(NCC3CCCO3)nc2c1` (centres undefined) gave SRC1 TRFRET art 1642 and SRC3 TRFRET art 1516.
`CC(C)[C@H](NC(=O)c1ccccc1)C(=O)O` gave SRC1 TRFRET art 2053 and SRC3 TRFRET art 1698.
For CCOC(=O)C1CCCN(C(=O)/C=C/c2ccc(OC)cc2)C1 (centres undefined) the results were SRC1 TRFRET art 1930 and SRC3 TRFRET art 1567.
O=C(COc1ccccc1-c1ccccc1)NCc1cccc(Cl)c1 was read as SRC1 TRFRET art 1832 and SRC3 TRFRET art 1603.
For Cc1onc(-c2ccccc2)c1C(=O)Nc1ccccc1N1CCOCC1 the results were SRC1 TRFRET art 1812 and SRC3 TRFRET art 1498.
Screening CCO[C@@H]1OC(C(=O)N2CCN(Cc3ccc4c(c3)OCO4)CC2)=C[C@H](C)[C@H]1CCCO returned SRC1 TRFRET art 1631 and SRC3 TRFRET art 1666.
`Cc1cccc(OCC(=O)Nc2ccc(C(=O)c3ccc(C(=O)O)cc3)cc2)c1` gave SRC1 TRFRET art 1556 and SRC3 TRFRET art 1857.
`Cc1noc(C)c1COC(=O)C1CCN(C(=O)c2ccc(Cl)cc2)CC1` gave SRC1 TRFRET art 1824 and SRC3 TRFRET art 1704.
Screening COc1ccc2c(Cl)c(C(N)=O)sc2c1 returned SRC1 TRFRET art 2690* and SRC3 TRFRET art 2550*.
`COc1ccc(C2NCCc3sccc32)cc1` (centres undefined) gave SRC1 TRFRET art 2047 and SRC3 TRFRET art 1737.
Screening Fc1ccc(Nc2c(-c3ccco3)nc3ccccn23)cc1 returned SRC1 TRFRET art 1757 and SRC3 TRFRET art 1744.
Screening Cc1noc(C)c1COC(=O)c1cccnc1Cl returned SRC1 TRFRET art 1873 and SRC3 TRFRET art 1569.
O=C(O)c1cnccn1 was read as SRC1 TRFRET art 1611 and SRC3 TRFRET art 1570.
Cc1c(O)ccoc1=O was read as SRC1 TRFRET art 1487 and SRC3 TRFRET art 1379.
For CN1C=CC=C/C1=C1\SC(=S)N(N)C1=O the results were SRC1 TRFRET art 2010 and SRC3 TRFRET art 1494.
Screening Cc1onc(-c2ccccc2Cl)c1C(=O)Nc1ncn[nH]1 returned SRC1 TRFRET art 1803 and SRC3 TRFRET art 1580.
For O=C1NC(=S)S/C1=C\c1ccc(SCc2ccccc2)o1 the results were SRC1 TRFRET art 1740 and SRC3 TRFRET art 1412.
For Brc1ccc(-c2nnc3sc(CN4CCN(c5ccccc5)CC4)cn23)cc1 the results were SRC1 TRFRET art 1587 and SRC3 TRFRET art 1682.
For C/C=C/C(=O)Nc1cccc(C(F)(F)F)c1 the results were SRC1 TRFRET art 1865 and SRC3 TRFRET art 1502.
